IP6K1 inhibitor: IP6K1 kinase inhibition. IP6K1 kinase, ADP-Glo luminescence, 2 h; stronger effect = lower value. activity change, % (series mostly up to about 58 µM). actives 0.81% (n = 140,000); in the data active = activity change below about -25%
Target sequence (Q92551 whole entry, looked up): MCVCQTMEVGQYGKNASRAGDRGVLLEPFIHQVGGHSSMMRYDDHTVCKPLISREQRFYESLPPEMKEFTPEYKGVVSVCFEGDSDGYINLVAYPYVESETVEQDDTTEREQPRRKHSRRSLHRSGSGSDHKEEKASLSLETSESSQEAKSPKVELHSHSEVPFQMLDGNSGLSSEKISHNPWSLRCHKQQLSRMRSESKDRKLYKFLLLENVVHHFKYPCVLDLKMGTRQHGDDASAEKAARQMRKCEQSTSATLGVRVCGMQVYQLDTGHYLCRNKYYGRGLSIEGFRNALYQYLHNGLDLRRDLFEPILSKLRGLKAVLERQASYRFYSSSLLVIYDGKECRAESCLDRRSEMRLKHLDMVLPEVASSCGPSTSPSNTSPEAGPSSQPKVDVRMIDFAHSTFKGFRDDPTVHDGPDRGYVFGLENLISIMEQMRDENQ
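ADP-Glo luminescence measures ADP made by human IP6K1 during a 2 h RT reaction with ATP/IP6 (mix at 1.3 mM/130 uM); top library doses 57.5 and 19.1 uM final.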
SNCA expr inhib: inhibitors of alpha-synuclein (SNCA) gene expression; HEK-293 SNCA-luciferase knock-in, luminescence, 24 h; Potency, µM (series often up to 57.2 µM), for inactives: at the top dose activity change, negative = inhibition, actives largely listed as inhibitors; actives 0.17% (n = 140,000); AID 1671194;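 note: potency is the fitted concentration of half-maximal effect; plate controls were DMSO cells for no effect and cell-free wells for full effect; nearly all actives have a fitted effect of over 45% in size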
FLuc inh: Photinus pyralis luciferase inhibition; P08659; AID 1347043; actives 2.5% (n = 76,000); purified P. pyralis luciferase, luminescence, biochemical; Potency, µM (top dose mostly 115 µM), for inactives: at the top dose activity change, negative = inhibition, actives largely listed as inhibitors; note: potency is the fitted concentration of half-maximal effect; nearly all actives have a fitted effect of over 65% in size
Target sequence (P08659 whole entry, looked up): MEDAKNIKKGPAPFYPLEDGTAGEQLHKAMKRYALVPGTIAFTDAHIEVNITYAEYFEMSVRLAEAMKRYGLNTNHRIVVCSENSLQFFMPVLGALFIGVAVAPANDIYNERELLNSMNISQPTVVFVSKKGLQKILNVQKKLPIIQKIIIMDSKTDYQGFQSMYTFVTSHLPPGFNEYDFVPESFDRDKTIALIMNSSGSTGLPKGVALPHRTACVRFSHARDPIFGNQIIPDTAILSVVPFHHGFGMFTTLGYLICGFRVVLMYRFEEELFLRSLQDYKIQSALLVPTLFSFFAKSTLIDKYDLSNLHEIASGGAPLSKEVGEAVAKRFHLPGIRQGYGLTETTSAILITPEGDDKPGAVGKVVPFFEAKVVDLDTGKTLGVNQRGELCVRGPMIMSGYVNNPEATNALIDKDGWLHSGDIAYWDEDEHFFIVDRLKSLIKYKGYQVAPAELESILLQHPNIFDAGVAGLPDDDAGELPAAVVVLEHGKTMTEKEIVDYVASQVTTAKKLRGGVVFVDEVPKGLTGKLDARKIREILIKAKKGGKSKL
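Biochemical qHTS: compound (6-point titration) added to 10uM D-luciferin plus 10uM ATP in Tris acetate pH 7.5 buffer with Mg, Tween-20 and BSA, then purified enzyme at 10nM; light output imaged.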
HEK cytotox: kills HEK 293 cells. actives 6.6% (n = 94,000). Potency, µM (series often up to 115 µM), inactives show top-dose activity change, negative = cytotoxicity, usual class: inhibitors. HEK 293 viability, ATP luminescence (CellTiter-Glo), 48-72 h; note: potency is the fitted concentration of half-maximal effect; nearly all actives have a fitted effect of over 60% in size
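HEK 293 seeded at 250 cells/well receive compound via pintool. After 48 or 72 hr at 37 degree Celsius, 5% CO2 and 95% humidity, CellTiter-Glo is dispensed and luminescence read following 10 min at room temperature.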
GPT2 inh: inhibitors of human GPT2 alanine aminotransferase; Q8TD30; Recombinant GPT2, coupled pyruvate oxidase/HRP Amplex Red fluorescence; actives 0.25% (n = 100,000); Potency, µM (top dose mostly 57.7 µM), without a hit: at the top dose activity change, negative = inhibition, hits mostly inhibitors; note: potency is the fitted concentration of half-maximal effect; nearly all actives have a fitted effect of over 60% in size; many of its hits are not listed in these tables
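Fluorescence read-out: pyruvate from GPT2 turnover coupled to pyruvate oxidase, HRP and Amplex Red (0.2mM ThPP, 0.2U/mL PO and HRP, 50uM Amplex final). Substrates 250uM a-KG, 2mM L-alanine; enzyme 10ng/uL; 30 min RT.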
NIH3T3 tox: cytotoxic compounds in NIH 3T3 cells; AID 1345082; NIH 3T3 viability, CellTiter-Glo ATP luminescence, 48-72 h; Potency, µM (series often up to 96.7 µM), for the others: at the highest dose activity change, negative = cytotoxicity, usual class: inhibitors; actives 4.3% (n = 94,000); note: potency is the fitted concentration of half-maximal effect; nearly all actives have a fitted effect of over 55% in size
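First NIH 3T3 cells are plated at 400 cells/well; next compound is pinned in; then plates incubate 48 or 72 hr at 37 °C; finally CellTiter-Glo is added and luminescence read after 10 min.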
HEK293 viab: cell viability loss counter-screen; Potency, µM (highest dose often 57.1 µM), for the others: top-dose activity change, negative = cytotoxicity, actives largely listed as cytotoxic; HEK-293-SNCA-luc viability, GF-AFC fluorescence, 24 h; AID 1671193; actives 0.12% (n = 150,000);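 note: potency is the fitted concentration of half-maximal effect; 0% = DMSO-treated cells and -100% = medium-only wells without cells; nearly all actives have a fitted effect of over 30% in size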
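Cytotoxicity counterscreen: after 24 h compound treatment of genome-edited SNCA-luciferase HEK-293 cells, live-cell protease substrate GF-AFC read by fluorescence after 30 min; activity scaled between DMSO (0%) and medium-only (-100%), curves Hill-fitted.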
Starred values were filed as active, the others as inactive; i = inactive; u = inconclusive; x = no result given; [ ] = remark or other dose. Unless noted, calls come from the whole dose curve; as a rule, active = well fitted curve in the direction sought with a large enough effect; inconclusive = small, poorly fitted or top-dose-only effect, or another doubt; inactive = no such curve, though single readings can be large; an effect the other way counts as inactive or inconclusive. Unless noted, % is set by controls: 0 for no effect and ±100 for the full control effect.

SMILES	IP6K1 inhibitor	SNCA expr inhib	FLuc inh	HEK cytotox	GPT2 inh	NIH3T3 tox	HEK293 viab
O=C(CC1C(=O)NCCN1Cc1ccccc1)NCc1nc(C2CC2)no1 (configuration not stated)	0	15%	1%	-3%	i	-4%	8%
COc1ccccc1CNC(=O)c1ccc2c(c1)N(C)C1CCCN1C2=O (configuration not stated)	40	u	-7%	u	i	-10%	8%[12.5 µM]
c1ccc(Nc2cc3c(cn2)CN(Cc2c[nH]c4ccccc24)CCN3)cc1	-23	-24%[87.6 µM]	-16%[172 µM]	u	u	25µM*	u
Cc1cc(C)c2c(=O)cc(CSc3n[nH]c(C)n3)[nH]c2c1	-4	7%	x	x	x	x	4%
CC(C)OCCCNC(=O)CCCn1c(SCC(=O)c2ccc(Br)cc2)nc2c(sc3ccccc32)c1=O	26	11%	x	x	x	x	-2%
CCc1cc(=O)n(CC(=O)N2CCN(c3ccc(F)cc3)CC2)c(N2CCOCC2)n1	6	-19%	-10%	25µM*	2%	u	-13%
Cc1ccc(CNC(=O)c2c(C)oc3ncnc(N4CCOCC4)c23)cc1	-14	4%	x	x	x	x	11%
O=Cc1ccc(N2CCN(C(=O)NC3CCCCC3)CC2=O)cc1	17	-14%	x	i	-9%	-10%	-16%
CCN1CCCC2(Cc3ccccc3CN([S+](=O)([O-])c3ccccc3)C2)C1 (configuration not stated)	1	-22%	x	-17%	i	0%	-6%
COc1ccccc1C(=O)NC1CCCN(c2cc(-c3ccc(F)cc3)[nH]n2)C1 (configuration not stated)	10	0%	u	u	-23%	u	-33%
Cc1cc(C)cc(-c2ccc(CN3CCCC3C(=O)Nc3cccc(Cl)c3)cc2)c1 (configuration not stated)	-4	-16%	x	u	-2%	u	1%
C[S+](=O)([O-])c1ccc(-c2nc(C(=O)N3CCN(c4ncccn4)CC3)n3ccncc23)cc1	-9	u	x	u	i	-5%	22%
CCOc1ccccc1NC(=O)N[C@H](Cc1ccccc1)C(=O)N1CCOCCNC(=O)CC1	6	-9%	8%	-18%	i	-11%	0%
O=C(NCCCn1nnc2ccccc21)C1CC(=O)N(Cc2ccccn2)C1 (configuration not stated)	-13	6%	-4%	i	3%	2%	-3%
CC(=O)c1ccc(NC(=O)C2CCC(CNS(=O)(=O)c3cccc4nsnc34)CC2)cc1 (configuration not stated)	16	-7%	x	x	x	x	8%
O=C(C1CCC1)N1CCCc2cc(S(=O)(=O)Nc3ccc(F)cc3)ccc21	-11	-10%	x	x	x	x	-16%
Cc1nnc(N2CCCC(C(=O)NCCc3ccc(Cl)cc3)C2)c2nn(-c3ccccc3)c(C)c12 (configuration not stated)	23	-5%	x	x	x	x	u
COc1nc2nc(CCc3ccccc3)n(C)c2cc1-c1ccnc(C)c1	5	74%[activator][87.6 µM]	5%[172 µM]	-65%[172 µM]	-7%[88.5 µM]	u	-22%[87.6 µM]
CN1CC2(CCN(C(=O)C3CCCN3C3CCNCC3)CC2)OC1=O (configuration not stated)	-10	10%	1%	1%	-11%	i	5%
CCc1ccc(NC(=O)CSc2nc3c(c(=O)[nH]2)CN(Cc2ccc(C)cc2)CC3)cc1	11	u	x	x	x	x	-9%
Cc1cccc(Nc2ncncc2-c2nc(-c3ccccc3)no2)c1C	-12	-30%	12%	-1%	i	3%	-1%
COc1ccc(CCC(=O)N2CCC3(CC2)CC(Cc2nc(-c4cnccn4)no2)CCO3)cc1 (configuration not stated)	-7	-3%	0%	u	-14%	-19%	-1%
Cc1cccc(NC(=O)CCS(=O)(=O)c2ccc3c(c2)n(C)c(=O)c(=O)n3C)c1C	16	-14%	x	x	x	x	0%
Cc1cccc(-c2ccc3c(c2)C(=O)N2CC[C@H](NS(=O)(=O)c4cccs4)[C@H]2C(=O)N3)c1C	-7	-22%	-21%	u	3%	u	-28%
O=S(=O)(c1ccccc1F)N1CCC(n2cnnc2C2CC2)CC1	8	u	4%	-2%	i	-10%	-2%
Fc1ccc(-c2cnc([C@@H]3COCCN3Cc3cccnc3)[nH]2)cc1	9	u	4%[172 µM]	-15%[172 µM]	-3%[88.5 µM]	-3%[174 µM]	0%[87.6 µM]
Cc1cccc(C(=O)N2C[C@H]3OC(=O)N(CCCN4CCOCC4)[C@H]3C2)c1	1	4%	-12%	i	4%	i	-4%
COCCOC(=O)C1=C(C)N=C2SC=C(CC(=O)N3CCCC3)N2C1c1cccc(F)c1 (configuration not stated)	20	16%	5%	u	i	-14%	0%
COc1ccccc1NC(=O)C1=C(C)Nc2c(C(=O)Nc3cccc(C)c3)cnn2C1c1ccccc1C (configuration not stated)	-9	-13%	x	x	x	x	2%
COc1ccc(NC(=O)C(=O)Nc2ccc3nc4n(c(=O)c3c2)CCCCC4)c(OC)c1	-2	54%[activator]	x	x	x	x	27%
CCOC(=O)C1c2c(OC)ccc3c2C(=CC(C)(C)CO3)CN1Cc1nccn1C (configuration not stated)	7	x	x	u	x	u	x
COc1cc(OC)cc(C(=O)Nc2cc(-c3nc4cc(Cl)ccc4o3)ccc2Cl)c1	4	141%[activator]	x	x	x	x	7%
Cc1nc(-c2c3n(c(=O)n(CC(=O)Nc4ccc(F)cc4)c2=O)CCCCC3)no1	17	4%	3%	-5%	1%	1%	3%
CSc1ccc(-c2nc(CN3CCN(C(C)=O)CC3)c(C)o2)cc1	43	32%[activator]	u	u	-2%	-16%	-11%
Cc1cnc(-c2cccnc2)n1CC1CCN(C(=O)C2CCC2)C1 (configuration not stated)	21	7%	x	-4%	i	-19%	2%
CC1(C)CCC(CN2CCN(c3ccc(C(=O)NS(=O)(=O)c4ccc(NCC5CCOCC5)c([N+](=O)[O-])c4)c(Oc4cnc5[nH]ccc5c4)c3)CC2)=C(c2ccc(Cl)cc2)C1	-13	-4%	x	x	u	x	-22%[23.9 µM]
COc1cc(C(=O)N2CCc3c([nH]c4ccccc34)C2c2ccc(F)cc2)cc(OC)c1OC (configuration not stated)	42	u	x	x	x	x	-7%
Cc1nc2cccnc2n1-c1cccc(C(=O)N2CCN(c3cccc(Cl)c3)CC2)c1	33	u	x	x	x	x	u
COc1ccccc1/C=C/c1nc(C#N)c(N(C)C)o1	2	335%[activator]	x	x	x	x	u
Cc1ccc(-n2ncc(C(=O)NCCN3CCN(C)CC3)c2C2CCN(C(=O)OC(C)(C)C)CC2)cc1C	26	6%	x	x	x	x	-2%
COc1ccc(CNC(=O)c2nc(SC(C)C)ncc2Cl)cc1	-16	-2%	x	x	x	x	21%
Cc1ccc([S+](=O)([O-])N2CC(=O)N(Cc3cccc(F)c3)CC(O)C2)cc1 (configuration not stated)	-5	x	x	u	x	u	x
CCOc1ccc(NC(=O)CCNS(=O)(=O)c2cccc3nsnc23)cc1	12	-16%	x	x	x	x	-2%
CC(C)=CCC[C@](C)(O[C@@H]1O[C@H](CO)[C@@H](O)[C@H](O)[C@H]1O)[C@H]1CC[C@]2(C)[C@@H]1[C@H](O)CC1[C@@]3(C)CC[C@H](O)C(C)(C)C3[C@@H](O[C@@H]3O[C@H](CO)[C@@H](O)[C@H](O)[C@H]3O[C@@H]3OC[C@@H](O)[C@H](O)[C@H]3O)C[C@]12C (some centres not stated)	3	x	x	x	i	x	3%[12.5 µM]
Cc1ccc(CNC(=O)c2ccc3c(c2)CN(Cc2cc(F)c(F)c(F)c2)CCO3)cc1	12	u	-1%	35µM*	-6%	u	-8%

Another view of two compounds above.
SMILES,IP6K1 inhibitor,SNCA expr inhib,FLuc inh,HEK cytotox,GPT2 inh,NIH3T3 tox,HEK293 viab
COc1cc(OC)cc(C(=O)Nc2cc(-c3nc4cc(Cl)ccc4o3)ccc2Cl)c1,4,141%[activator],x,x,x,x,7%
Cc1nc(-c2c3n(c(=O)n(CC(=O)Nc4ccc(F)cc4)c2=O)CCCCC3)no1,17,4%,3%,-5%,1%,1%,3%

(listing goes on)
SMILES	IP6K1 inhibitor	SNCA expr inhib	FLuc inh	HEK cytotox	GPT2 inh	NIH3T3 tox	HEK293 viab
COc1ccc(CC(=O)NCCNC(=O)c2cccc(-c3ncccc3C#N)c2)cc1	5	-3%	x	2%	-4%	-16%	8%[12.5 µM]
Cc1ccc(-c2cc(C(F)(F)F)c(C#N)c(SCC(=O)O)n2)cc1	-35*	8%	x	x	x	x	-4%
CCCC(=O)N1Cc2ccccc2CC2(CCN(Cc3ccccn3)C2)C1 (configuration not stated)	-7	-21%	x	-45%	u	-34%	-7%
CN(C)C(=O)C(CCN1CCC(O)(c2ccc(Cl)cc2)CC1)(c1ccccc1)c1ccccc1	-13	-29%	x	x	i	x	u
CC(=O)NCC(=O)N1C[C@@H](COCC2CC2)[C@H](c2ccncc2)C1	-7	6%	3%	-8%	4%	-20%	8%
CCOc1ccccc1NC(=O)N1CC[C@H]2COC(=O)N(Cc3ccccc3)[C@H]2C1	-2	20%	x	-5%	-13%	-13%	4%
COc1ccccc1Cn1c(=O)c(C(=O)NCc2cccc(Cl)c2)nc2cccnc21	13	-1%	x	-29%	-31%	u	-6%
CC(=O)N1CCN(C(=O)C2CCCN2c2nccc(Nc3ccc(C)cc3)n2)CC1 (configuration not stated)	0	-4%	x	-8%	5%	i	6%[12.5 µM]
COc1ccc(CC(=O)N2[C@@H]3CC[C@H]2CC(NC(=O)c2cnc(C)cn2)C3)cc1Cl (some centres not stated)	22	3%	-7%	i	2%	-26%	1%
Cc1nc2nc(CNC(=O)OC(C)(C)C)nn2c(C)c1CCC(=O)NCc1ccc(F)cc1	1	-24%	x	x	x	x	1%
Cn1cc(CC(=O)N2CCCc3ncc(C(=O)NCC4CCCO4)cc32)c2ccccc21 (configuration not stated)	11	-9%[87.6 µM]	0%[172 µM]	u	-12%[88.5 µM]	u	u
Cc1cc(C)c2c(CC(=O)Nc3c(C(=O)Nc4ccc(Cl)cc4)oc4ccccc34)coc2c1	-7	61%[activator]	x	x	x	x	0%
Cc1cccc(-n2c(C)cc(C(=O)C(=O)Nc3nncs3)c2C)c1	-7	11%	x	x	x	x	-9%
COc1ccc2c(C)c(C(=O)N(C)Cc3csc(C(C)C)n3)oc2c1	3	3%	-8%	45µM*	-2%	u	6%

Part of the list above in order of molecular weight, rising:
SMILES	IP6K1 inhibitor	SNCA expr inhib	FLuc inh	HEK cytotox	GPT2 inh	NIH3T3 tox	HEK293 viab
CCOc1ccccc1NC(=O)N1CC[C@H]2COC(=O)N(Cc3ccccc3)[C@H]2C1	-2	20%	x	-5%	-13%	-13%	4%
COc1cc(C(=O)N2CCc3c([nH]c4ccccc34)C2c2ccc(F)cc2)cc(OC)c1OC (configuration not stated)	42	u	x	x	x	x	-7%
CCOc1ccccc1NC(=O)N[C@H](Cc1ccccc1)C(=O)N1CCOCCNC(=O)CC1	6	-9%	8%	-18%	i	-11%	0%

These rows are one share of the data. The share of hits here may be higher or lower than overall.
